aDG glyco act = alpha-DG glycosylation activation | activation, % at 10 µM | AID 624168 | Pro5-aDG cells, alpha-DG glycosylation AlphaScreen (IIH6); 0% Pro5, 100% B10-LARGE cell signal | actives 0.22% (n = 360,000);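 active means activation of at least 8% versus controls, or a plate z-score of at least 8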;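 further: Pro5 are CHO cells carrying HIG-tagged alpha-DG that lacks glycosylation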
Glyco luc inh = N-linked glycosylation inhibition | D54 ERlucT glycosylation luciferase reporter, 24 h; percent of 100 nM tunicamycin response | reporter increase, % at 12.5 µM | actives 0.23% (n = 360,000) | AID 588692;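 active means mean luciferase reporter signal, scaled so untreated is 0 and the glycosylation-blocking control 100, at or above a set limit in every replicate; inconclusive means mean reaches the limit but not every replicate does; inactive means mean below the limit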;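 further: luciferase carries N-glycosylation sites so blocking glycosylation raises the light; 0% = median of neutral control wells and 100% = median of 100 nM tunicamycin wells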
PDI turbidity = inhibitors of human protein disulfide isomerase; P07237; PDI insulin aggregation turbidity, A650, 90 min; inhibition, % at 10 µM; actives 0.052% (n = 350,000);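 active means mean inhibition across replicates of 30% or more, whatever share of single replicates reach that level; inconclusive means mean inhibition below 30% while every single replicate reaches 30%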;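 further: absorbance from insulin aggregation driven by PDI reduction with DTT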
m5-HT2A agonist = agonists of mouse serotonin 5-HT2A receptor (HTR2A) | P35363 | CHO-K1 mHTR2A beta-arrestin complementation, luminescence; percent of 30 µM serotonin response | activation, % at 7.6 µM | actives 0.66% (n = 360,000) | AID 624169;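 active means activation above a run cutoff, the mean activation of all tested compounds plus 3 SD, cut at about 14% in these data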;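 further: 0% = plate median of compound wells and 100% = 30 µM serotonin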
Cardio protect = myocardial damage modulation in H9c2 cells | H9c2 cardiomyocytes, H2O2 injury protection, ATPLite, 2 h | protection from H2O2 cell death, % at 20 µM | actives 0.63% (n = 360,000);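 active means compounds giving at least 50% protection of heart cells from peroxide-induced death in the single-dose screen, raw or plate-pattern-corrected value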;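 further: 0% = DMSO wells with peroxide and 100% = DMSO wells without peroxide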
CaV13 FRET inh = Primary screen for inhibitors of IQ motif and Ca2+-dependent inactivation inhibitor domain binding in CACNA1D, Förster resonance energy transfer in living cells, … | inhibition, % at 12.3 µM | actives 0.098% (n = 340,000) | HEK cells, CFP/YFP FRET ICDI-IQ, plate reader, 10 min; percent FRET-ratio fall versus neutral wells;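 active means mean replicate inhibition of at least 30% and at least 1% of replicates passing that level; inconclusive means only one of the two criteria is met; inactive means neither criterion is met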;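 further: 0% = median of the neutral control wells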
iPSC survival up = hiPSC single-cell survival enhancement | ATPlite luminescence; 100% = ROCK inhibitor wells, 0% = DMSO | survival enhancement, % at 20 µM | actives 0.044% (n = 360,000); in the data active means survival enhancement above about 18%;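 further: cells exposed to compounds for 16 hours before the ATP read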
Granule exo inh = blocks lytic granule exocytosis. TALL-104 LAMP-1 surface exposure, flow cytometry; cells stimulated with thapsigargin and PMA. inhibition, % at 10 µM. actives 0.66% (n = 360,000);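 active means inhibition above about 55%, limit read from the data; inconclusive means no clear call, values can overlap the other calls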
Vif inh = inhibitors of HIV Vif; actives 0.35% (n = 340,000); inhibition, % at 7.49 µM; HEK293T cells, Vif self-association by quenched fluorescence, imaging, 24 h; in the data active means inhibition above about 50%, passing the limit was not always enough; inconclusive means no clear call, values can overlap the other calls; inactive means below about 31%; further: some results filed as inactive read as strong as hits
ABCB6 inh MLPCN = inhibitors of human ABC transporter ABCB6; Q9NP58; K562-ABCB6 porphyrin accumulation, flow cytometry, 1 h; active compounds read low; fluorescence ratio to DMSO, % at 10 µM; actives 0.19% (n = 360,000);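 active means fluorescence ratio to DMSO below 75%, the collection mean minus 3 SD; inconclusive means too few cells collected in the well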;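 further: signal is porphyrin accumulated inside mitochondria; 100% equals median channel fluorescence of DMSO control wells; lower ratio means ABCB6 inhibition with less porphyrin fluorescence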
Target sequence (Q9NP58 whole entry, looked up): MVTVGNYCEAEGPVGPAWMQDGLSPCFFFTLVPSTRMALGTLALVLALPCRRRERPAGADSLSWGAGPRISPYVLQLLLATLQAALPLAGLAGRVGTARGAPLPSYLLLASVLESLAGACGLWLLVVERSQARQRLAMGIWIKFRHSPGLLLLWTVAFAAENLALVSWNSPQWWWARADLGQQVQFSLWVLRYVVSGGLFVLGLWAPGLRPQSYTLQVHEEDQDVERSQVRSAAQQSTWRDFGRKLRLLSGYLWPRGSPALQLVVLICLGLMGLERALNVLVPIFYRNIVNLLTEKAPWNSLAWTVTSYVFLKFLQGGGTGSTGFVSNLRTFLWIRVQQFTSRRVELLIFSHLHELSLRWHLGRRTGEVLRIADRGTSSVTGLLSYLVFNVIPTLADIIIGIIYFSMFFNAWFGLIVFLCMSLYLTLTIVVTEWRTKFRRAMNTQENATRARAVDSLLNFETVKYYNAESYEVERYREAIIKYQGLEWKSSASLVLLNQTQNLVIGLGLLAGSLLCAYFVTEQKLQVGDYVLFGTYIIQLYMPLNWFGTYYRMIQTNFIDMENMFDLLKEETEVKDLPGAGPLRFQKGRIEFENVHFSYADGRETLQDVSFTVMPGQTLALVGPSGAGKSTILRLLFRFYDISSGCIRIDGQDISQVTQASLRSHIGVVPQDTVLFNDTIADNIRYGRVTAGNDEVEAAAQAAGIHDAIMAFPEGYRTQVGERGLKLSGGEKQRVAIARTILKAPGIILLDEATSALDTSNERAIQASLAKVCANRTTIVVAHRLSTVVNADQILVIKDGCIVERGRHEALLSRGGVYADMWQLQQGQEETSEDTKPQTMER
* = called active by the depositor; ? = inconclusive; · = not tested or not shown.

compound	aDG glyco act	Glyco luc inh	PDI turbidity	m5-HT2A agonist	Cardio protect	CaV13 FRET inh	iPSC survival up	Granule exo inh	Vif inh	ABCB6 inh MLPCN
CC(=O)Oc1ccc(C(=O)Nc2cccc3c2CCCC3)cc1	0.0	2	-7	-1	5	-3	1.4	10	-2	95
Cc1cccc2c1N1C(=O)c3c(C(=O)O)cccc3C1CC2C (configuration not stated)	-0.1	0	4	4	-4	·	1.9	0	3	93
O=C1NC2(CCSC2)C(=O)N1CC(=O)N(Cc1ccccc1)C1CCS(=O)(=O)C1 (configuration not stated)	0.2	2	0	0	-1	-6	-0.5	-4	1	96
COc1cccc2c1C(=O)CC2NC(=O)C(F)(F)F (configuration not stated)	1.7	2	-12	0	3	-3	-0.1	-6	3	100
Clc1cccc(Cl)c1CO/N=C/c1cccs1	-0.2	-2	-4	5	-1	-3	0.3	-3	0	94
Cc1cc2cc(CNC(=O)Nc3ccc(Cl)c(Cl)c3)ccc2n1C	-0.2	-3	·	-2	0	-6	-0.5	-2	6	121
CS(=O)(=O)N(CC(=O)O)c1cc(Cl)cc(Cl)c1	-0.2	1	-5	1	8	-2	-2.1	4	6	91
COc1ccccc1-n1c(CCn2nc(C)c(Br)c2C)n[nH]c1=S	0.3	2	-5	5	8	-13	1.1	1	2	93
CC1=C(C)C(OCCCl)N(c2cc(O)c(Cl)cc2F)C1=O (configuration not stated)	0.1	0	0	-4	-4	-3	-0.2	-6	-1	101
CN(C)C(=O)COc1ccc2c3c(c(=O)oc2c1)CCCC3	0.0	1	-51	6	16	-20	0.2	-12	-9	94
CCNC(=S)NS(=O)(=O)c1ccc(C)cc1	0.0	2	-2	-7	-1	-4	-3.1	-5	6	99
C=CCO/N=C/C1=C(O)C(C(=O)OC)C(C)(C)CC1=O (configuration not stated)	-0.3	0	0	2	6	-4	0.8	0	3	103
Cc1cc(Br)cn2c(Cc3ccccc3)c(-c3ccc(F)cc3)nc12	0.0	-1	·	-1	1	-7	-1.2	-1	·	101
Cc1ccc(CS(=O)(=O)c2ccc(C(=O)N3CCN(c4ccccn4)CC3)cc2[N+](=O)[O-])cc1	1.2	-7	2	-5	8	10	-0.6	0	1	91
COc1cc(/C=N/NC(=O)c2cc(C)oc2C)ccc1OCc1ccccc1	0.2	0	-13	-8	3	-3	0.5	6	-8	100
CSc1nnc(C)c(=O)n1COC(=O)COc1ccccc1F	0.3	0	-4	1	1	5	0.2	-4	1	99
CN(CC(=O)Nc1ccccc1Br)C(=O)CN1CCN(Cc2cccc(Cl)c2)CC1	0.2	-5	-4	-4	-2	-7	1.0	-17	17	98
CCCC(c1nnnn1Cc1ccco1)N1CCN(C(=O)c2ccco2)CC1 (configuration not stated)	-0.2	2	1	4	5	·	1.0	0	·	98
Cc1cc(CN(C)C(=O)c2cc(COc3ccc(C)c(C)c3)on2)on1	0.1	-1	12	-1	-10	-9	-0.3	-2	-11	97
O=C(NN=C1CCCC1)c1sc2ccccc2c1Cl	0.4	0	3	-5	14	-12	1.0	-3	2	93
Cc1ccc(CNC(=O)C2c3ccccc3C(=O)N3CCc4ccccc4C23)o1 (configuration not stated)	0.0	1	1	-1	38	-3	0.0	5	-5	99
COc1ccc(N=c2oc3ccc(OC)cc3cc2-c2nc3ccccc3[nH]2)cc1	-0.5	0	-8	9	-28	-8	-4.1	3	21	94
O=C(Cn1cnc2c(nnn2Cc2ccccc2)c1=O)N1CCN(c2ccccc2)CC1	-0.3	-1	·	0	3	-5	1.7	26	-2	99
CCc1ccc(N2C(=O)CC(c3ccc(F)cc3)C3=C2COC3=O)cc1 (configuration not stated)	-0.1	1	-2	-1	-3	·	2.3	-1	-1	98
COc1ccc(CCC(=O)NC2=NCCS2)cc1OC	-0.2	2	1	0	-3	-3	2.5	1	-2	91
N#CCCN(CCC#N)C(=O)C1c2ccccc2Oc2ccccc21	0.1	1	9	8	-2	-3	-0.6	-10	11	111
COc1cccc2sc(Nc3nnc(-c4ccc(F)cc4)o3)nc12	0.1	7	-2	-1	35	-6	-0.6	3	·	97
CS(=O)(=O)Nc1ccc(C2=NN(C(=O)c3ccco3)C(c3cccc(F)c3)C2)cc1 (configuration not stated)	0.3	-2	2	0	7	-8	0.3	?	14	104
CC1=C(C(=O)N(C)C)CC(CC(=O)NCCCCc2ccccc2)C(=O)N1CCCN1CCCC1=O (configuration not stated)	-0.1	2	1	4	0	-4	-1.7	-1	5	98
COc1ccc(/C=C(/NC(=O)c2ccccc2)C(=O)N2CCCC2)cc1	0.1	-1	6	5	8	-2	-0.4	0	11	96

Nothing new here: an excerpt of the list.
compound	aDG glyco act	Glyco luc inh	PDI turbidity	m5-HT2A agonist	Cardio protect	CaV13 FRET inh	iPSC survival up	Granule exo inh	Vif inh	ABCB6 inh MLPCN
CC1=C(C(=O)N(C)C)CC(CC(=O)NCCCCc2ccccc2)C(=O)N1CCCN1CCCC1=O (configuration not stated)	-0.1	2	1	4	0	-4	-1.7	-1	5	98
COc1ccc(/C=C(/NC(=O)c2ccccc2)C(=O)N2CCCC2)cc1	0.1	-1	6	5	8	-2	-0.4	0	11	96

(further entries)
compound	aDG glyco act	Glyco luc inh	PDI turbidity	m5-HT2A agonist	Cardio protect	CaV13 FRET inh	iPSC survival up	Granule exo inh	Vif inh	ABCB6 inh MLPCN
Cc1onc(-c2ccccc2Cl)c1C(=O)NCCn1ccc2ccccc21	0.1	-1	-1	1	-8	·	3.8	2	2	100
Cc1ccc(/C=C(\NC(=O)c2ccccc2)C(=O)NCCN2CCOCC2)o1	-0.1	0	·	-5	3	-4	1.7	-4	2	103
COc1ccc(N(CC(=O)Nc2cccc(C(F)(F)F)c2)S(=O)(=O)c2c(C)[nH]c(=O)[nH]c2=O)cc1	-0.1	2	1	8	0	-5	0.5	-3	0	93
CCOc1ccc(NC(=O)CC2CC(C)(C)OC2=O)cc1 (configuration not stated)	-0.1	1	-4	3	6	-5	-2.6	0	16	98
CCN(CC)C(=O)C(=O)N/N=C/c1ccc(C(=O)O)cc1	-0.1	-1	9	1	2	-18	0.6	0	6	102
Fc1ccc(CNCc2cccc(Br)c2)cc1	0.3	-1	-1	-6	-3	-2	0.5	-1	6	95
N#Cc1ccc(Oc2nc(Nc3ccc(F)cc3)nc(N3CCCC3)n2)cc1	0.1	-7	3	4	-2	-4	1.0	0	-11	97
Cc1cccc(N=C/C(C(=O)C(F)(F)F)=C(\O)c2ccco2)c1	0.0	-9	1	2	-2	-18	-0.4	14	-5	96
CCCn1c(SCC#N)nc2c(c1=O)C1(CCCC1)Cc1ccccc1-2	-0.4	-4	3	1	-6	-5	0.1	2	-8	97
CCn1c(SCC(=O)Nc2ccc3c(c2)c2ccccc2n3CC)nnc1-c1ccco1	-0.1	1	56*	7	1	-12	4.7	2	1	100
Cc1ccc2c(cnn2C(=O)CCC(=O)NCc2ccccc2Cl)c1	-0.1	0	·	19*	3	-8	0.5	2	-2	95
COc1ccccc1CN1CC(C(=O)NCCc2ccc(C)o2)CCC1=O (configuration not stated)	0.1	0	5	6	4	-7	-0.4	12	-6	102
CCOC(=O)c1c(C)[nH]c(C(=O)Cn2nnc(-c3ccc(Cl)cc3)n2)c1C	0.1	0	5	-6	-10	-5	0.2	-4	4	99
OCCN1CCN(CC(O)COCc2ccc3c(c2)OCO3)CC1 (configuration not stated)	-0.2	0	-3	1	10	-6	1.0	0	-1	101
COc1ccc(NC(=O)C(C)N2c3cccc4cccc(c34)S2(=O)=O)c(OC)c1 (configuration not stated)	0.2	-1	0	-7	-1	-5	-0.5	4	-13	104
COc1ccc(-n2c(=S)[nH]c3cc(C(=O)NCCCN4CCCC4=O)ccc3c2=O)cc1OC	0.0	3	0	12	-4	-4	6.2	8	2	92
OCCN1CCN(Cc2cc(Br)cc(Br)c2O)CC1	-0.1	1	2	-5	4	-4	3.6	0	1	95
COCC1CCCCN1C(=O)c1ccc2oc(CCc3ccccc3)nc2c1 (configuration not stated)	0.7	-1	-5	-5	-8	-6	-0.4	33	-1	103
CC(=O)c1cccc(NC(=O)N2CCCC2C(=O)Nc2cccc(C)c2)c1 (configuration not stated)	-0.1	2	3	0	0	·	6.7	0	-7	107
CN(C(=O)c1cccc(S(=O)(=O)N2CCCCC2)c1)C1CCS(=O)(=O)C1 (configuration not stated)	0.0	1	-2	-2	4	-4	0.8	8	?	102
COc1n[nH]c(C(=O)Nc2cc(F)ccc2C)c1[N+](=O)[O-]	0.1	2	-3	1	1	-8	5.2	-2	-4	98
Cc1cc2cc(CNC(=O)C3CC3)ccc2n1C	-0.1	-1	4	-3	3	·	1.3	2	-4	93
CCOC(=O)c1c(NC(=O)c2cc(-c3ccc(O)cc3)on2)sc(C(C)=O)c1C	-0.1	1	2	0	-15	-6	-1.7	-1	12	95
CCc1nonc1NC(=O)c1oc2ccc(Cl)cc2c1C	-0.1	1	0	0	-3	-3	-0.3	2	-6	97
CCc1ccc(/C(C)=N/NC(=O)c2ccccn2)cc1	0.1	0	6	-6	4	1	1.2	0	4	97
CCCCC(=O)NC1=C(C(=O)OC)SCC1	0.0	-1	5	2	8	-5	-0.7	-1	0	103

Screening data (PubChem BioAssay)
